HT1080NT lethal – qHTS for induction of synthetic lethality in tumor cells producing 2HG: qHTS for the HT-1080-NT fibrosarcoma cell line; HT-1080-NT fibrosarcoma viability, CellTiter-Glo ATP luminescence, 48 h; Potency, µM (top dose mostly 46.1 µM), inactives show top-dose activity, negative = less viability, actives largely listed as cytotoxic; hit rate 1.6% among 360,000; AID 686970, 2013;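 also: NT is the 2HG producing partner of a matched IDH1 knockdown line; potency is read from the fitted curve at half-maximal effect; 0% = DMSO-treated cells and -100% = media-only wells without cells; nearly all actives have a fitted effect of over 55% in size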
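Viability of the 2HG-overproducing fibrosarcoma line after 48 hours of compound exposure at 37 degrees C was determined by luminescence with CellTiter-Glo, and concentration-effect curves were then fitted and categorized.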
SW480 rereplic – A quantitative high throughput screen for small molecules that induce DNA re-replication in SW480 colon adenocarcinoma cells. SW480 DNA re-replication, Hoechst DNA content imaging, 48 h. Potency, µM (highest dose often 46.1 µM), without a hit: at the highest dose re-replication activation, hits mostly activators. hit rate 1.8% among 340,000; also: potency is read from the fitted curve at half-maximal effect; % of control where 0% means no effect; nearly all actives have a fitted effect of over 55% in size
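250 cells/well; 23 nL cpd via pin tool; 48 hr, 37 C, 5% CO2; Hoechst 40 min; imager read of total nuclear intensity, ex 405/em 500-530 nm.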
KB-V1 MDR tox – qHTS assay for MDR1-selective chemotherapeutics: Primary screen using the drug-selected MDR subline cells KB-V1. KB-V1 MDR cells viability, CellTiter-Glo, 72 h. Potency, µM (series often up to 46.1 µM), without a hit: top-dose activity change, negative = cytotoxicity, most hits filed as cytotoxic. hit rate 3.4% among 400,000. AID 1347076, 2019; also: potency is read from the fitted curve at half-maximal effect; % is scaled to controls: 0 for no effect and ±100 for the full control effect; nearly all actives have a fitted effect of over 60% in size
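KB-V1 MDR subline cells in DMEM (phenol-red free, 10% FBS) exposed to compounds in qHTS concentration series for 72 h at 37 degrees C. Viability read by CellTiter-Glo luminescence; concentration-effect curves fitted after normalization and correction.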
HT1080 IDH1KD tx – qHTS for induction of synthetic lethality in tumor cells producing 2HG: qHTS for the HT-1080-IDH1KD cell line; hit rate 2% among 360,000; HT-1080 IDH1 knockdown viability, ATP luminescence, 48 h; Potency, µM (top dose mostly 46.1 µM), inactives show at the highest dose activity, negative = toxicity, actives largely listed as cytotoxic;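 also: potency is read from the fitted curve at half-maximal effect; 0% = DMSO wells and -100% = cell-free medium wells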
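Assay cells: HT-1080 with IDH1 knockdown, 750 per well, RPMI/5% FBS. Exposure: 48 h at 37 °C following 2 h pre-incubation. Read: CellTiter-Glo luminescence; fitted concentration-response, curve class assigned.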
GLP1R ag – qHTS of GLP-1 Receptor Agonists. AID 624172, 2012. HEK293 GLP-1R CRE-luciferase, luminescence, 4-6 h; cells express a hypersensitive GLP-1R form. hit rate 0.007% among 380,000. Potency, µM (highest dose often 45.6 µM), inactives show at the highest dose activation, usual class: activators. Glucagon-like peptide 1 receptor (Homo sapiens), P43220; also: potency is read from the fitted curve at half-maximal effect; % of control where 0% means no effect
Target sequence (P43220 whole entry, looked up): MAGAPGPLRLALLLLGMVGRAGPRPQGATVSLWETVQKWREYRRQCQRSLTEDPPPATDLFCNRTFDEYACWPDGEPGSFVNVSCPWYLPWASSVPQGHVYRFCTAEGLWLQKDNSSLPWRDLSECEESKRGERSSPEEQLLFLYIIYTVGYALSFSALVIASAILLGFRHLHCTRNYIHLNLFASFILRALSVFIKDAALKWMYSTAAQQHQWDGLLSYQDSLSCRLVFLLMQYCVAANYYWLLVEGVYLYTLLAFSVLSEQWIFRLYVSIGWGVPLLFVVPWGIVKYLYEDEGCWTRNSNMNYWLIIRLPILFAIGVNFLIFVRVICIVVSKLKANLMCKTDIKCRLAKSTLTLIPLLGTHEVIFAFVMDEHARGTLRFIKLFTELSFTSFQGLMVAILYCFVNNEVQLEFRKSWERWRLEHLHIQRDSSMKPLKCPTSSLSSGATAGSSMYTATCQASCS
KB-3-1 cytotox – qHTS assay for MDR1-selective chemotherapeutics: Primary screen using the parental adenocarcinoma cell KB-3-1. Potency, µM (top dose mostly 46.1 µM), for the others: top-dose activity change, negative = cytotoxic, hits mostly cytotoxic. KB-3-1 viability, CellTiter-Glo ATP luminescence, 72 h. hit rate 1.4% among 400,000. AID 1347075, 2019; also: potency is read from the fitted curve at half-maximal effect; % is scaled to controls: 0 for no effect and ±100 for the full control effect; nearly all actives have a fitted effect of over 60% in size
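KB-3-1 cells, DMEM (no phenol red) + 10% FBS; compound by pin transfer, 72 h, 37 °C. Readout: CellTiter-Glo luminescence after 10 min. Data normalized, curve-fitted.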
IL-1B inflam inh – qHTS for Inhibitors of Inflammasome Signaling: IL-1-beta AlphaLISA Primary Screen; THP-1 LPS/ATP IL-1B secretion, AlphaLISA, 16 h; active compounds read low; hit rate 4.7% among 360,000; activity change, % at 57.5 µM; in the data active = activity change below about -50%; inconclusive = mostly about -30% to -49%; also: % is scaled to controls: 0 for no effect and ±100 for the full control effect
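Secreted IL-1B measured by AlphaLISA bead assay after 16 h compound exposure of THP-1 cells; compounds (final up to 57.5 uM) added 1 h before LPS (250 ng/mL) and ATP (1.25 mM) stimulation; lower signal means less secretion.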
D3 antag – qHTS of D3 Dopamine Receptor Antagonist: qHTS. max response, negative = inhibition, %. AID 652054, 2013. D(3) dopamine receptor (Homo sapiens), P35462. D3R cells, DiscoveRx beta-arrestin luminescence, antagonist mode; active compounds read low. hit rate 2.5% among 360,000; in the data active = max response below about -50%; inconclusive = no clear call, values can overlap the other calls; also: % is scaled to controls: 0 for no effect and ±100 for the full control effect; mostly tested at two doses, the higher about 12 µM
Target sequence (P35462 whole entry, looked up): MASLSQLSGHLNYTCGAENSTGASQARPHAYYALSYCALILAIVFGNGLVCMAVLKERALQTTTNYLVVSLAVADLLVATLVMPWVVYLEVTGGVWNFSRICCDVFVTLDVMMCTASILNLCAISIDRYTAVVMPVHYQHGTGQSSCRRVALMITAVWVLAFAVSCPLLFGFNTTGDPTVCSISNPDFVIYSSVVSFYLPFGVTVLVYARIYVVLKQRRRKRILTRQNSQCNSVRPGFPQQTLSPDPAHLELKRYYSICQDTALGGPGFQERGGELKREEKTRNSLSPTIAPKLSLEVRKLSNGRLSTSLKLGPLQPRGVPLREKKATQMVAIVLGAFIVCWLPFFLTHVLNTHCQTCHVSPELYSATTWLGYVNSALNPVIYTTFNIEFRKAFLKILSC
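Cells plated overnight at 1500 cells/well, then exposed to library compounds with dopamine controls for 90 minutes at 37 degrees C. DiscoveRx reagent added for 30–60 minutes at room temperature; luminescence read, quantitative HTS format.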
DRD3 agonist – qHTS of D3 Dopamine Receptor Agonist: qHTS | D(3) dopamine receptor (Homo sapiens), P35462 | D3R DiscoveRx beta-arrestin cells, luminescence, 90 min | max activation, % | hit rate 0.58% among 410,000; in the data active = max activation above about 30%; also: 0% is about no effect; mostly tested at two doses, the higher about 12 µM
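Cells at 1500/well, incubated overnight, then treated with pinned compounds (dopamine as control) for 90 min at 37 degrees C. DiscoveRx reagent added for 30 - 60 minutes at room temperature; luminescence read.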
Numbers without * were called inactive; ? = inconclusive; . = not tested or not shown; [ ] = dose if it differs, or a comment. Unless noted, calls follow the shape of the dose curve; as a rule, active = well fitted curve in the direction sought with a large enough effect; inconclusive = small, poorly fitted or top-dose-only effect, or another doubt; inactive = no such curve, though single readings can be large; an effect the other way counts as inactive or inconclusive.

Structure,HT1080NT lethal,SW480 rereplic,KB-V1 MDR tox,HT1080 IDH1KD tx,GLP1R ag,KB-3-1 cytotox,IL-1B inflam inh,D3 antag,DRD3 agonist
COc1ccc(-n2c(/C=C3\C(=O)N(C)c4ccccc43)nc3ccccc3c2=O)cc1,-3.6%,-39.4%[inhibitor],-19.1%,-1.2%,0.6%,9.6%,.,22.4,21.3
CCCOc1ccc(C(=O)NNC(=O)CCNC(=O)c2ccco2)cc1OC,-3.8%,-5.1%,8.7%,-1.9%,9.2%,-7.2%,-6.7,9.0,-2.6
Cc1ccc(S(=O)(=O)N2CCN(C(=O)COC(=O)c3ccc(O)cc3)CC2)c(C)c1,3.6%,-1.9%,2.5%,11.4%,-4.7%,1.4%,-4.2,9.2,3.9
Cc1cc(C)nc(-n2nc(C)cc2NC(=O)c2cccc(S(=O)(=O)N(C)C)c2)n1,-6.8%,-0.3%,-6.8%,3.0%,-3.6%,-4.0%,12.8,-13.1,-10.9
Cc1ccc2[nH]c(=O)c(CN(CCCN(C)C)C(=O)Nc3ccc(Cl)cc3)cc2c1,3.7%,?,-21.6%,2.0%,-2.7%,?,-54.1*,-25.3,-13.3
CC1(C(=O)Nc2ccc(Cl)c(Cl)c2)CCN1C(=O)Cc1cccc2ccccc12 (centres undefined),-19.9%,.,?,?,-1.1%,-19.9%,-21.0,-10.9,-9.4
CC1=C(C#N)C(=O)NC1(C)O (centres undefined),14.5%,.,8.2%,3.6%,2.7%,21.6%,7.1,-19.9,-1.5
CCC(Sc1nc2ccsc2c(=O)n1Cc1ccc(C(=O)O)cc1)C(=O)Nc1ccc(Cl)cc1 (centres undefined),-12.3%,.,?,-11.7%,-1.3%,-2.8%,0.0,14.8,1.4
CCC1Oc2ccc(C)cc2N(CC(=O)N2CCN(c3ccc(F)cc3)CC2)C1=O (centres undefined),-5.7%,2.3%,-13.5%,0.8%,-3.4%,-25.4%,-25.3,-9.8,-4.9
COc1ccc(C)cc1N1CC(C(=O)OCc2nc(N)nc(Nc3ccccc3C)n2)CC1=O (centres undefined),12.3%,?,?,16.4%,16.2%,13.7%,0.5,5.5,-5.0
Cc1ccccc1NC(=O)Nc1ccccn1,14.6%,1.6%,-3.4%,7.2%,-1.7%,-1.9%,5.9,3.6,6.7
CC1=NNC(=O)C1CCC(=O)N/N=C/c1ccccc1 (centres undefined),-7.8%,0.2%,10.0%,-1.6%,-4.0%,10.6%,-5.5,17.0,-2.0
CCOC(=O)C1=C(COC(=O)c2cc(OC)c(OC)c(OC)c2)NC(=O)NC1C (centres undefined),0.4%,-3.7%,-11.5%,-1.5%,?,0.8%,-4.7,6.7,8.5
CCSc1ccccc1C(=O)Nc1cc(OC)c(OC)c(OC)c1,9.9%,-3.0%,?,19.2%,5.1%,1.8%,23.0,-9.3,-4.7
Cc1cc(N2CCN(C(C(=O)NC3CCCC3)c3ccc(-c4ccccc4)cc3)CC2)c2ccccc2n1 (centres undefined),-26.6%,.,20.6µM*,-17.0%,.,?,4.4,?,-15.3
O=C(NCc1n[nH]c(=S)n1Cc1ccccc1)c1ccc(Cl)cc1Cl,1.5%,-3.1%,-1.5%,-0.9%,-6.8%,-1.4%,29.6,-5.1,-2.4
O=C(Cc1ccccc1F)OCC(=O)N1CCc2ccccc21,1.6%,1.3%,2.6%,12.8%,4.9%,11.3%,61.3,15.4,3.6
CCN(CC1CCCO1)C(=O)CCc1nnc(CCc2ccc(OC)cc2)o1 (centres undefined),0.0%,-10.5%,.,-3.4%,1.3%,.,0.8,-6.6,-21.6
CC(C)c1ccc(OCC(=O)NC(C)c2ccccc2)cc1 (centres undefined),0.2%,-6.5%,-2.6%,-1.6%,4.9%,-1.9%,-15.7,-23.0,-12.5
N#Cc1ccc(C(=O)Nc2nc(SCc3ccc(Cl)cc3)n[nH]2)cc1,-10.0%,2.3%,-4.7%,-7.7%,-0.1%,-15.9%,-2.6,-3.0,-9.5
CCN1CCN(c2ccc(S(=O)(=O)N3CCCCC3)cc2NC(=O)/C=C/c2ccc([N+](=O)[O-])cc2)CC1,?,-1.2%,?,16.4µM*,34.6%,-23.2%,-98.5*,?,-6.5
COCc1c(C(=O)N2CCN(c3ncccn3)CC2)oc2ccccc12,-0.3%,-0.3%,15.1%,3.6%,1.6%,-0.6%,10.1,12.2,2.1
Cc1cc2c(c(CO)c1CCO)C(=O)[C@@H](C)[C@@H]2O,10.0%,-66.0%[inhibitor],24.0%,6.1%,3.3%,0.0%,8.1,0.0,-16.4
COc1ccc(-c2nnc(NC(=O)CSc3ccc(Cl)cc3)s2)cc1OC,6.4%,2.2%,-2.8%,9.1%,-9.2%,0.0%,28.7,8.3,6.6
COc1cc(S(=O)(=O)NCCc2ccc3c(c2)OCO3)ccc1-n1cnnn1,-18.8%,-1.8%,?,1.0%,0.7%,1.6%,15.5,-21.7,-8.2
COc1ccc(-c2nnc(SCC(=O)N3CCCC3)o2)c(OC)c1,24.0%,-27.9%,-21.2%,3.0%,9.3%,-7.2%,2.4,4.1,9.4
CCCN(CCC)CC(O)Cn1cc(/C=C/C(=O)c2ccc(OCC)cc2)c2ccccc21 (centres undefined),.,.,?,.,1.8%,-10.5%,.,.,-7.8
Cn1c(SCC(=O)Nc2nccs2)nnc1-c1ccc(S(=O)(=O)N2CCCC2)cc1,10.7%,-3.3%,-6.0%,11.9%,-13.4%,-0.9%,10.5,17.4,15.0
COc1ccc(CC(=O)Nc2ccc3nc(Nc4cccc(Cl)c4)cc(C)c3c2)cc1,.,.,?,.,-11.1%,?,.,.,-10.6
CCC(C)N(C)C1CCN(C(=S)Nc2cccc(OC)c2)CC1 (centres undefined),-4.1%,-13.6%,5.9%,-7.6%,5.1%,-4.4%,-4.9,-2.2,12.5
NC(=O)C1CCCN(CC(=O)Nc2cc(S(=O)(=O)N3CCOCC3)ccc2N2CCCC2)C1 (centres undefined),0.0%,-3.0%,33.4%,2.5%,-3.1%,9.2%,4.7,14.5,0.9
Oc1ccc(C[C@@H]2CNCCN2CCCCC2CCCCC2)cc1,-21.6%,?,-25.3%,-15.7%,4.6%,?,?,5.8,-8.3
CCC(CC)c1nc(C(N)=O)c2[nH]c(=O)n(-c3ccc(OC)c(OC)c3)c2n1,1.9%,-3.3%,-5.3%,-0.3%,?,17.4%,34.6,10.4,2.5
Cc1ccc(OCc2cnc(Cl)s2)c(C)c1,12.5%,-2.0%,0.0%,19.0%,18.1%,1.1%,8.8,1.5,7.6
Cc1cc(NC(=O)OC2CCCCC2)ccc1[N+](=O)[O-],5.4%,7.5%,1.1%,3.0%,?,2.6%,-51.2*,-16.4,-2.8
Cc1ccccc1OCC(=O)NCCC1=CCCCC1,-3.2%,-80.1%[inhibitor],-22.9%,8.7%,10.4%,-0.9%,-2.5,5.9,1.7
COc1ccc(Nc2nc(N)nc(COc3ccc(OC)cc3)n2)cc1,0.0%,-6.2%,-4.1%,?,-1.4%,17.3%,5.6,-4.1,0.4
COc1ccc(CCC(=O)NNC(=O)c2ccc(OC)cc2)cc1,7.8%,8.1%,-1.3%,-11.4%,9.7%,?,18.3,10.7,5.3
N/C(=N\OC(=O)c1ccc(F)cc1)c1cccc([N+](=O)[O-])c1,13.4%,27.9%,19.2%,16.7%,-3.2%,5.2%,5.1,132.1,2.5
COCCCNC(=S)N(Cc1ccccc1)Cc1ccccc1,-2.2%,-4.8%,18.4µM*,-5.2%,-0.1%,-10.9%,0.0,11.4,-3.6
Cc1ccc(NC(=S)N2CCC(NC(=O)c3ccc(F)cc3)CC2)cc1C,-13.0%,15.4%,?,-3.6%,1.6%,-8.9%,-12.6,-0.2,-6.3
COc1ccc(NC(=O)CCCc2c[nH]c3ccccc23)cc1OC,10.0%,-11.9%,?,18.7%,4.6%,4.2%,17.3,-7.8,-7.8

Profiles, looked up by structure. Order of values: HT1080NT lethal	SW480 rereplic	KB-V1 MDR tox	HT1080 IDH1KD tx	GLP1R ag	KB-3-1 cytotox	IL-1B inflam inh	D3 antag	DRD3 agonist
Cc1ccc(NC(=S)N2CCC(NC(=O)c3ccc(F)cc3)CC2)cc1C reads -13.0%	15.4%	?	-3.6%	1.6%	-8.9%	-12.6	-0.2	-6.3
CCC(CC)c1nc(C(N)=O)c2[nH]c(=O)n(-c3ccc(OC)c(OC)c3)c2n1 reads 1.9%	-3.3%	-5.3%	-0.3%	?	17.4%	34.6	10.4	2.5

Bioassay records deposited in PubChem BioAssay by National Center for Advancing Translational Sciences (NCATS).
